Assay outcomes (PubChem)
TTR transcr act: increases transthyretin transcription; SH-SY5Y TTR promoter Gaussia luciferase, luminescence; 100% = recombinant luciferase protein wells; activation, % at 16.7 µM; actives 1.3% (n = 92,000); AID 1117267;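 active = activation above the mean of all tested compounds plus 3 SD, cut at about 9.5% in these data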;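 also: cells exposed to compounds for one day before reading; 0% = median of all test compound wells on the plate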
Numbers without * were called inactive.

Start of the listing, in advance (seven entries):
TTR transcr act | SMILES
-1.9 | CCn1nc(C(=O)NNC(=O)c2cc(Cl)ccc2OC)c2ccccc2c1=O
2.5 | COC(=O)Cn1cc(C(=O)C(C)(C)C)c2ccccc21
-0.8 | Cc1cc(C)n2nc(C(=O)OCC(=O)N(CC(C)C)C3CCS(=O)(=O)C3)nc2n1 (stereo not drawn)
-1.0 | O=C(CCC1=NS(=O)(=O)c2ccccc2N1)NC1CCCCCCC1
-2.2 | Cc1ccc(NC(=O)c2ccc3nc(N4CCOCC4)sc3c2)c(Cl)c1
1.3 | Cc1cccc(NC(=S)NNC(=O)c2ccccc2Br)c1
-1.7 | CCOC(=O)c1cnc2c(c(C)nn2CC)c1NCCN1CCOCC1

All compounds of this part, repeating the preview:
TTR transcr act | SMILES
-1.9 | CCn1nc(C(=O)NNC(=O)c2cc(Cl)ccc2OC)c2ccccc2c1=O
2.5 | COC(=O)Cn1cc(C(=O)C(C)(C)C)c2ccccc21
-0.8 | Cc1cc(C)n2nc(C(=O)OCC(=O)N(CC(C)C)C3CCS(=O)(=O)C3)nc2n1 (stereo not drawn)
-1.0 | O=C(CCC1=NS(=O)(=O)c2ccccc2N1)NC1CCCCCCC1
-2.2 | Cc1ccc(NC(=O)c2ccc3nc(N4CCOCC4)sc3c2)c(Cl)c1
1.3 | Cc1cccc(NC(=S)NNC(=O)c2ccccc2Br)c1
-1.7 | CCOC(=O)c1cnc2c(c(C)nn2CC)c1NCCN1CCOCC1
-0.7 | C/C(=N\NC(=O)CC1N=C(Cc2ccccc2)NNC1=O)c1ccccc1 (stereo not drawn)
-2.8 | C/C(=N\NC(=O)c1ccc(Br)cc1)c1cccnc1
-0.5 | CCN1CCCC1CNS(=O)(=O)c1ccc(Cl)c(C(F)(F)F)c1 (stereo not drawn)
-2.1 | CCOC(=O)Cn1c(CCC(=O)O)ccc1-c1ccc(F)cc1
0.4 | CCN(CC)CCCNC(=O)c1csc(Nc2cccc3ccccc23)n1

3 entries from above, sorted by SMILES length, high to low.
TTR transcr act | SMILES
-0.7 | C/C(=N\NC(=O)CC1N=C(Cc2ccccc2)NNC1=O)c1ccccc1 (stereo not drawn)
-2.2 | Cc1ccc(NC(=O)c2ccc3nc(N4CCOCC4)sc3c2)c(Cl)c1
-2.1 | CCOC(=O)Cn1c(CCC(=O)O)ccc1-c1ccc(F)cc1

Next results follow.
TTR transcr act | SMILES
0.6 | CCNC(=S)N(Cc1cc2cc(C)ccc2[nH]c1=O)C1CCCC1
-1.6 | O=C(O)CCS(=O)(=O)c1cc(Br)cc2c1N(C(=O)C1CC1)CC2
-1.2 | Cn1c2c(c3ccccc31)CC/C2=N\O
1.4 | CSCc1nnc(NC(=O)c2ccc(S(=O)(=O)N3CCCCC3C)cc2)o1 (stereo not drawn)
9.2 | Cc1cc(C)c(C)c(S(=O)(=O)NCCCn2ccnc2)c1C
5.2 | CC(C)Cn1c(CN2C(=O)c3ccccc3C2=O)nc2ccccc2c1=O
0.3 | CC(=O)c1ccc(NC(=O)C2(c3ccccc3)CC2(Cl)Cl)cc1 (stereo not drawn)
5.3 | COc1ccc(OC)c(/C=C2\SC(=S)N(N3CCOCC3)C2=O)c1
-0.7 | S=c1[nH]nc(-c2ccccc2)n1/N=C/C=C/c1ccco1
1.6 | CCN(CC)CCn1c(=S)[nH]c2ccc(Cl)cc2c1=O
-2.0 | O=C(CSc1nnc(CCc2ccccc2)n1-c1ccc(Cl)cc1)c1ccccc1
-1.1 | O=[N+]([O-])c1cc(Br)c(O)c(/C=N/Nc2nc3ccccc3s2)c1

Some of these compounds in order of the TTR transcr act value, highest first.
TTR transcr act | SMILES
5.2 | CC(C)Cn1c(CN2C(=O)c3ccccc3C2=O)nc2ccccc2c1=O
1.6 | CCN(CC)CCn1c(=S)[nH]c2ccc(Cl)cc2c1=O
-0.7 | S=c1[nH]nc(-c2ccccc2)n1/N=C/C=C/c1ccco1

Following part.
TTR transcr act | SMILES
-0.4 | O=C(Nc1cccc(S(=O)(=O)N2CCCCCC2)c1)c1ccc2c(c1)OCO2
4.0 | COC(=O)[C@H](CCSC)NC(=O)Cn1ccc(NC(=O)OCc2ccccc2)nc1=O
0.7 | Cc1ccc(C(=O)NC2CC(C)(C)NC(C)(C)C2)cc1S(=O)(=O)N1CCCCC1
0.3 | Cc1c(NC(=O)C(C)N2CC(C)OC(C)C2)c(=O)n(-c2ccccc2)n1C (stereo not drawn)
-6.8 | CC1=CC(=NOC(=O)/C=C/c2ccccc2)C=C(C)C1=O
3.4 | O=C(NCCN1CCOCC1)c1ccc(CS(=O)c2ccccc2Cl)o1 (stereo not drawn)
-0.4 | O=c1oc2ccc(C#CC3(O)CCCCC3)cc2cc1-n1cc(-c2ccccn2)nn1
0.8 | CSCCC1NC(=O)N(CC(=O)N2N=C(c3ccc(Cl)cc3)CC2c2ccco2)C1=O (stereo not drawn)
0.8 | CC(C)OC(=O)CSc1nc(N)c(C#N)c(-c2ccco2)c1C#N
-4.1 | CCOc1cc(-c2c(C)c(C)nc(N)c2C#N)ccc1O
1.2 | COc1cc(-c2nnc3n2CCCCC3)cc(OC)c1OC
-1.2 | O=C(Nc1ccccc1C(=O)NCCCN1CCOCC1)c1ccc(F)cc1F
1.4 | Cc1ccc(C)c(OCCC(=O)Nc2cc(S(=O)(=O)N3CCCCC3)ccc2C)c1
0.9 | CC(=O)Nc1ccc(CCc2nc3ccccc3[nH]2)cc1
-2.5 | O=[N+]([O-])c1ccc(NC(=S)N2CCN(c3ccc(F)cc3)CC2)cc1
4.3 | CC(NC(=O)CNC(=O)c1sc2ccccc2c1Cl)c1ccc(S(N)(=O)=O)cc1 (stereo not drawn)
-0.8 | O=C(CN1CCC(O)(c2ccccc2)CC1)Nc1ccc2c(c1)OCCO2
3.2 | Cc1ccc2nc(N3C(=O)C(O)=C(C(=O)c4ccc(C)o4)C3c3ccco3)sc2c1 (stereo not drawn)
-0.1 | CCOc1ccc2[nH]cc(C(=O)O)c(=O)c2c1
-0.8 | O=C(NCC1CCCO1)c1nn2c(C(F)(F)F)cc(-c3cccs3)nc2c1Cl (stereo not drawn)
-1.2 | COc1ccccc1N1C(=O)CC(N2CCN(c3ccc(F)cc3)CC2)C1=O (stereo not drawn)
0.9 | COC(=O)/C=C1/SC(=NC(=O)c2ccc(Cl)cc2)NC1=O
1.6 | CCn1ccnc1CN1CCc2c([nH]c3ccccc23)C1C1CCCCC1 (stereo not drawn)
-0.8 | CCc1nc2c(OCc3ccccc3)cccn2c1N(C)C(=O)c1ccc(OC)cc1
-1.9 | Nc1ccc(Oc2ccc3nc(-c4ccccc4)c(-c4ccccc4)nc3c2)cc1
1.2 | Nc1ccc(CCCC(=O)NCc2cccnc2)cc1
-1.5 | O=[N+]([O-])c1ccccc1Oc1ccccc1Cl
-1.3 | C/C(=N\O)c1ccc(Cl)cc1Cl
-0.7 | CC(C)Oc1cccc(-c2nnc(SCC(=O)Nc3ccc4c(c3)OCCO4)n2N)c1
-2.2 | COc1ccc2nc(NN=C(C)c3ccccn3)cc(C)c2c1
-1.7 | O=C(Nc1cccc(F)c1)c1ccc(S(=O)(=O)N2CCCC2)cc1
-1.4 | Nc1nc(-c2ccccc2)c(-c2ccccc2)s1
0.0 | CCCCNC(=O)COC(=O)CCC(=O)c1ccc(F)cc1
0.2 | CCC(C)c1ccc(OCC(=O)Nc2ccc3[nH]c(=O)[nH]c3c2)cc1 (stereo not drawn)
3.0 | NC(=O)NCc1cccnc1
-0.7 | Cc1nc(CS(=O)(=O)c2ccccn2)sc1C(=O)NNC(=O)c1ccc(Cl)cc1
-1.2 | CC(O)(c1ccc(F)c(F)c1)c1nc(-c2cc(F)cc(F)c2)cs1 (stereo not drawn)
-1.7 | O=C(c1ccc(F)cc1)N(NC(=O)C(O)(c1ccccc1)c1ccccc1)c1ccccc1
5.8 | O=C(CN1C(=O)CSC1=O)Nc1ccc(N2CCOCC2)cc1
-1.5 | Cc1oc(-c2ccc(F)cc2)nc1CN(Cc1ccccn1)CC1CCCO1 (stereo not drawn)
3.0 | Cc1cccc(N2CCN(C(=O)c3cccc(N4CCCC4=O)c3)CC2)c1C
0.0 | Nc1nnc2cc(Br)ccc2n1
-3.0 | FC(F)Sc1ccc(NC(=S)NCc2ccccc2)cc1
-0.3 | Cc1cc(N/C=C\C(=O)c2ccc(Cl)c(Cl)c2)no1
0.7 | OCCc1ccc(-c2ccc(Cl)cc2)o1
0.0 | CCOc1cc(N2CCOCC2)c(OCC)cc1NC(=O)CN1C(=O)NC(CC)(c2ccc(F)cc2)C1=O (stereo not drawn)
-1.4 | CC1CCN(C(=O)CSc2nc3c(cnn3-c3ccccc3)c(=O)[nH]2)CC1
-1.1 | O=C(CN1CCOCC1)Nc1c(Cl)cc(Cl)cc1Cl
1.2 | Cc1nc(C(=O)NCC(=O)c2ccc(Cl)cc2)c(C(F)(F)F)o1
0.6 | CCN(CC)CC#CCC(O)(c1ccccc1)C1CCCCC1 (stereo not drawn)
-0.5 | CC1CN(C(=O)COC(=O)c2ccc(N)c([N+](=O)[O-])c2)CC(C)O1 (stereo not drawn)
-3.0 | O=C1[C@H]2[C@@H](c3ccc(Cl)cc3)N3C(=O)N(c4cccc(F)c4)C(=O)[C@@]3(Cc3ccccc3)[C@H]2C(=O)N1C1CCCCC1
-0.2 | COc1ccc(S(=O)(=O)Nc2cccc(C(C)=O)c2)cc1Br
1.5 | Cc1ccc(S(=O)(=O)Nc2ccccc2F)cc1C(=O)NCCCN1CCCC1=O
0.9 | CCN(CC)C(=S)SCC(=O)Nc1ccc(S(N)(=O)=O)cc1
1.3 | COc1cccc(C(C(=O)NC(C)(C)C)N(C(=O)CCC(=O)Nc2cc(C)on2)C(C)C)c1OC (stereo not drawn)
0.5 | NS(=O)(=O)c1ccc(N=C2C(=O)Nc3ccccc32)cc1
-2.8 | Cc1cc2oc(C(=O)Nc3c(C)n(C)n(-c4ccccc4)c3=O)c(C)c2cc1C
5.1 | O=C(CNC(=O)c1ccccc1)N/N=C/c1cccs1
1.9 | S=c1cnc2ccccc2[nH]1

Other structures
TTR transcr act | SMILES
1.4 | Cc1c(/C(O)=C2/C(=O)C(=O)N(CCN(C)C)C2c2ccc(C(C)C)cc2)cnn1-c1ccccc1 (stereo not drawn)
-1.7 | C[C@@H](CN1C(=O)C(=O)NC[C@@H]1C)NC(=O)CC12CC3CC(CC(C3)C1)C2
0.1 | COP(=O)(CC(=O)O)C(CC(C)C)NC(=O)OCc1ccccc1 (stereo not drawn)
-0.6 | COc1cc(NC(=O)c2cc(C)on2)cc(C(=O)Nc2cccc(C(F)(F)F)c2)c1
-0.9 | Cc1ccc([C@@H]2C[C@H]3[C@@H](CN2S(=O)(=O)c2ccc(Cl)cc2)C(=O)C[C@@H](c2cccc(Cl)c2)N3S(=O)(=O)c2ccc(C)cc2)cc1
0.8 | O=C(C[C@H]1CC[C@@H]2[C@H](COC[C@H](O)CN2Cc2cccc(F)c2)O1)NCc1cccc(F)c1
3.1 | O=C(Nc1cccc2cccnc12)c1ccccc1Br
1.6 | Cc1occc1C(=O)Nc1ccc(S(=O)(=O)N2CCN(C)CC2)cc1
-1.5 | COc1ccc(CCNC(=O)CN(c2ccccc2)S(=O)(=O)c2ccccc2)cc1
-0.9 | CCC(CC)NC(=O)COC(=O)CCC(=O)c1ccc(Cl)cc1
-1.2 | O=C(CCl)Nc1ccccc1Sc1ccccc1
-0.4 | Cn1nc(-c2ccccc2)c(-c2nc(-c3cccc(C(F)(F)F)c3)no2)c1Cl
0.6 | O=C(N/N=C/c1ccco1)c1ccncc1
0.1 | CC(C)(C)c1ccc(S(=O)(=O)Nc2ccc(C(O)(C(F)(F)F)C(F)(F)F)cc2)cc1
-0.7 | CN(CC(=O)Nc1ccc(Cl)c(C(F)(F)F)c1)C(=O)CCCNC(=O)c1ccc(Cl)cc1
4.1 | CN(C)N1C(N)=C(C#N)C(c2ccsc2)C2=C1CCCC2=O (stereo not drawn)
-1.7 | Cc1ccc(/C=C2/NC(=O)N(Cc3ccccc3F)C2=O)o1
-0.8 | COc1ccc(NC(=O)CCC(=O)OCc2ccc(C(=O)Oc3ccc(Cl)cc3)cc2)cc1
-1.6 | CCC(=O)N/N=C/c1ccc(-c2ccc(Cl)cc2)o1
2.6 | CS(=O)(=O)c1ccc(-c2sc3ccccc3c2C(=O)N2CCN(c3ccc(F)cc3)CC2)cc1
0.8 | CCN(CC(=O)NC(C)C)Cc1nc2c(Br)cc(Br)cc2c(=O)[nH]1
0.6 | CCCNS(=O)(=O)c1cc2c3c(c1)C(C)C(=O)N3CCC2 (stereo not drawn)
2.1 | CC(C)N(Cc1nccn1C)C(=O)c1ccc2oc(CCCc3ccccc3)nc2c1
1.4 | COc1ccc2c(c1)cc1c(=O)n(CC(=O)NCCCOC(C)C)nc(C)n12
-1.2 | COc1ccc(-c2nc(N)ncc2-c2ccc(OC)c(OC)c2)c(O)c1
-0.3 | Brc1nnc2n1-c1ccccc1Sc1ccccc1-2
0.2 | Cc1cccc(-n2c(Cc3cc(=O)[nH]c(=O)[nH]3)nnc2SC(C)C)c1
3.7 | Cc1cc2oc(=O)cc(COC(=O)Cn3cnnn3)c2cc1C(C)C
-0.6 | CCCCOc1ccc(C(=O)n2ccc3ccc(-c4ccc5ccn(Cc6ccc(OC)cc6)c5c4)cc32)cc1
-0.3 | Cc1ccc(Sc2ncccc2C(=O)NCc2cc([N+](=O)[O-])ccc2O)c(C)c1
-1.3 | CCOc1ccc(CN2CCNC(=O)C2CC(=O)NCc2ccccn2)cc1 (stereo not drawn)
-1.7 | O=C(NC1=NCCS1)c1ccc(N2CCCC2=O)cc1
2.8 | Cn1c(=O)c(Sc2ccccc2)c(O)c2ccccc21
-3.6 | CCOC(=O)c1csc(Nc2nc3ccc(F)cc3s2)n1
1.2 | CCOC(=O)N1CCN(Cc2nc(N)nc(Nc3ccc(Cl)cc3)n2)CC1
0.7 | CC1=C(C(=O)Nc2ccccn2)C(c2ccccc2Cl)NC(=S)N1 (stereo not drawn)
5.5 | CS(=O)(=O)c1cccc(C(=O)NCc2ccccc2)c1
-0.8 | COc1ccc(C2=NN(C(=O)CCCC(=O)O)C(c3cccs3)C2)cc1OC (stereo not drawn)

This is a subset (hit frequency here may not be typical).
